NR3A LBD binder = NR3A (human) ligand-binding domain modulation; NR3A LBD differential scanning fluorimetry, Tm shift; 0% = protein alone, 100% = glycine-bound protein; Tm shift relative to glycine control, % at 25 µM; actives 2.5% (n = 340,000);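 active means melting temperature shift of at least 10% of the positive control shift, at one fixed dose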
Gli-Sufu block = blocks Gli-Sufu signaling in a luciferase reporter. actives 0.74% (n = 340,000). Sufu-KO-LIGHT fibroblasts, Gli luciferase reporter luminescence. AID 588413. inhibition, % at 5 µM;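 active means inhibition above about 55%, limit read from the data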;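 further: 0% = DMSO-treated cells and 100% = wells with medium but no cells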
EBI2 antag = EBI2 (human) antagonism | P32249 | EBI2 beta-arrestin recruitment, luminescence, 7a,25-OHC stimulated | inhibition, % at 5 µM | actives 0.81% (n = 360,000) | AID 651636; in the data active means inhibition above about 38%;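 further: enzyme fragment complementation signal reports receptor beta-arrestin coupling in cells; 0% = agonist plus DMSO wells and 100% = wells without agonist; some results beyond the cut were filed as inactive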
Target sequence (P32249 whole entry, looked up, the tested form may be a part): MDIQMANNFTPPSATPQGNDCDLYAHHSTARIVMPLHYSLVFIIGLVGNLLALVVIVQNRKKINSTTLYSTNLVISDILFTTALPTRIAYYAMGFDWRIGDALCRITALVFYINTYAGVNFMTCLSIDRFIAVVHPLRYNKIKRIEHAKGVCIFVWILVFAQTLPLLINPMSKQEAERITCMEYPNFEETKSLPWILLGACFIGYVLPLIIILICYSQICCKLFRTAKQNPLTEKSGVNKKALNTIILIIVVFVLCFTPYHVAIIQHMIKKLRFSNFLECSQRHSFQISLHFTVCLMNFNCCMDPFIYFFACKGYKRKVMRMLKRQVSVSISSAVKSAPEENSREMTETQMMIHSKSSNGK
CCR6 antag = blocks CCL20-driven beta-arrestin recruitment at human CCR6; CHO-K1 CCR6 PathHunter beta-arrestin, luminescence, CCL20-stimulated; P51684; inhibition, % at 20 µM; actives 0.49% (n = 340,000);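 active means compounds whose inhibition of the agonist-driven luminescence signal at 20 µM reaches about 50%, limit read from the data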;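 further: cells stimulated with CCL20 at 14 nM final; plate controls were DMSO with CCL20 for no effect and DMSO without agonist for full effect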
A3G deaminase = APOBEC3G (human) deaminase inhibition; Q9HC16; recombinant A3G, ssDNA deamination FAM/TAMRA fluorescence; inhibition, % at 20 µM; actives 0.28% (n = 330,000); AID 493012;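 active means inhibition of at least 40% at 20 µM, with no more than 30% in the related APOBEC3A deaminase screen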;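 further: plate controls were DMSO wells with A3G for no effect and wells lacking A3G enzyme for full effect; some compounds called inactive have numbers as strong as hits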
Target sequence (Q9HC16 whole entry, looked up): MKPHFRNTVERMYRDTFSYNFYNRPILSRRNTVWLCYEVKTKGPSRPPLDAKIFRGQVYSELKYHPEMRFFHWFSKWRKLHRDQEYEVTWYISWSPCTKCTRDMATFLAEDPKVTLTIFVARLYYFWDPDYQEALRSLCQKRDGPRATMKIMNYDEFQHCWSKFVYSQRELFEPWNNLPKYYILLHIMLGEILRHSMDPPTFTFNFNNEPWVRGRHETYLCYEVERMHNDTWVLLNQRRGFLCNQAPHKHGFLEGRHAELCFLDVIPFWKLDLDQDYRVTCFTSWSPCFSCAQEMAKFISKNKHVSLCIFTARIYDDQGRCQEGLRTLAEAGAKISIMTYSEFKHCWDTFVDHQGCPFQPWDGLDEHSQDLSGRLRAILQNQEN
MPTP block = blocks calcium-induced mitochondrial swelling; AID 602449; isolated mouse mitochondria, Ca2+ swelling absorbance, 30 min; actives 1.4% (n = 360,000); inhibition, % at 10 µM;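 active means inhibition of 50% or more, scaled per plate between neutral and stimulator controls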;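 further: 0% = DMSO wells given calcium and 100% = 1 mM EGTA wells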
CXCR6 block = CXCR6 (human) receptor inhibition | actives 0.36% (n = 360,000) | O00574 | inhibition, % at 20 µM | CHO-K1 PathHunter CXCR6 beta-arrestin, luminescence | AID 602244; in the data active means inhibition above about 34%, passing the limit was not always enough;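 further: antagonist mode with CXCL16 agonist at 10 nM final; 0% = 10 nM CXCL16 with DMSO and 100% = unstimulated wells without agonist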
A3A deaminase = human APOBEC3A DNA deaminase inhibition. P31941. inhibition, % at 20 µM. actives 0.41% (n = 330,000). AID 493011. recombinant A3A, FAM/TAMRA ssDNA deamination fluorescence;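 active means at least 40% inhibition at 20 µM here, with at most 30% in a related deaminase screen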;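 further: plate controls were A3A with DMSO for no effect and wells lacking A3A enzyme for full effect; some results filed as inactive read as strong as hits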
Target sequence (P31941 whole entry, looked up): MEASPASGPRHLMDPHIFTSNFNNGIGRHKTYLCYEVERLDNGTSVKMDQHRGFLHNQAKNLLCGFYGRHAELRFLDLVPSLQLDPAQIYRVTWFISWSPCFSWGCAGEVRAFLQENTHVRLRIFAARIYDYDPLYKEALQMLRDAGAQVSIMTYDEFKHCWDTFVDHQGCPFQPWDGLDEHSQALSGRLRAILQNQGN
The depositor's hits bear a star; nt = not tested or not shown.

#	SMILES	NR3A LBD binder	Gli-Sufu block	EBI2 antag	CCR6 antag	A3G deaminase	MPTP block	CXCR6 block	A3A deaminase
1	Cc1occc(=O)c1O	1	4	2	5	2	2.8	4	0
2	Cc1ccc(C(=O)NN2C(=O)C3C4C=CC([C@@H]3C2=O)C42CC2)cc1 (stereo not given in full)	0	2	1	11	3	-0.3	1	-1
3	CCOc1ccc(C2C(C#N)=C(N)Oc3cc(C)n(Cc4ccco4)c(=O)c32)cc1OC (stereo not given)	1	0	-4	1	-10	0.9	5	-5
4	COc1ccccc1OCC(=O)Nc1ccc2c(c1)OCO2	-1	-17	-4	11	-6	0.4	-4	3
5	CCN(CC)C(=O)CSc1nnc(-c2ccc(S(=O)(=O)NCc3ccccc3Cl)cc2)o1	0	1	-10	-7	-3	0.5	-8	2
6	O=[N+]([O-])c1cc([N+](=O)[O-])c2nonc2c1Nc1ccc(O)cc1	-1	0	-2	51*	25	6.7	28	-5
7	COc1cccc(-c2nnc(SCC(=O)NCc3ccc4c(c3)OCO4)n2Cc2ccco2)c1	0	10	8	10	-4	-1.1	12	-3
8	O=C(Nc1ccccc1N1CCOCC1)C1CCN(S(=O)(=O)c2ccccc2F)CC1	-7	12	-2	-1	6	1.2	2	0
9	COc1cc2c(cc1OC)CN(C(=O)c1sccc1C)CC2	1	5	-5	3	-5	1.8	0	-3
10	O=C1CN(C(=O)CSc2nc3ccccc3c(=O)n2Cc2ccc(F)cc2)c2ccccc2N1	-1	5	10	11	-3	6.6	2	-2
11	CCOc1ccc(CCNC(=O)c2c(C)nn(-c3ccccc3)c2Cl)cc1OCC	-2	13	3	9	-10	1.4	3	-2
12	CCOC(=O)Cc1cnc(NC(=O)Cn2nnc(-c3ccc(OCC)cc3)n2)s1	-7	-9	-13	-3	-9	-1.2	0	-6
13	Cc1cc(Oc2ccc(=O)n(C)n2)nc(SCCOc2ccccc2)n1	0	5	-20	11	-8	1.7	-4	-3
14	O=C(CSc1ccc(-c2ccc(F)cc2)nn1)N1CCN(c2ccccc2)CC1	-10	4	10	2	-4	-0.3	4	-2
15	COc1ccc(S(=O)(=O)NCC(=O)N(CC(=O)NCC2CCCO2)c2c(C)cccc2C)cc1 (stereo not given)	0	8	-8	8	-5	-0.9	5	1
16	CCOC(=O)C[N+](CC)(CC)CC#Cc1ccccc1	1	12	-6	-4	2	-4.5	-12	4
17	Cc1ccccc1CS(=O)(=O)Cc1ccc(C(=O)NCc2cccnc2)o1	-1	-10	-9	-9	-1	-7.7	2	4
18	Cc1cc(C)n2cc(COc3ccc4ccccc4c3)nc2n1	0	-125	5	12	-3	1.4	-9	2
19	CCOC(=O)c1ccc(N2CCOCC2)c(NS(=O)(=O)c2ccc(F)cc2)c1	-5	3	-3	8	-1	-0.1	-8	2
20	Cc1cccc(C)c1OCCN1CCCC1	0	-4	-10	-1	-8	-0.4	-4	-7

Values by screen from the list:
EBI2 antag, entries 2 to 8: 1, -4, -4, -10, -2, 8, -2

Continued:
#	SMILES	NR3A LBD binder	Gli-Sufu block	EBI2 antag	CCR6 antag	A3G deaminase	MPTP block	CXCR6 block	A3A deaminase
21	CCOC(=O)/C(=C\C=C1/Sc2cc(OCC)c(OCC)cc2N1CC)C(C)=O	9	14	12	28	nt	2.4	12	nt
22	CCOC(=O)N1[C@@H]2C=C(C)[C@@H]2[C@@H]2[C@@H](C)C(=O)N21	-2	1	-12	3	-7	0.9	-6	-5
23	Cc1ccc(S(=O)(=O)N(CCCO)CC(O)CON=C2c3ccccc3-c3ccccc32)cc1 (stereo not given)	-2	8	-26	3	7	-11	-4	-1
24	Cc1cc(OCc2ccc(C(=O)Nc3ccc(C(=O)O)cc3)o2)ccc1Cl	nt	-27	-10	13	-4	0.8	-2	1
25	O=C(CC1CC2CCC1C2)Nc1nc(-c2ccccn2)cs1 (stereo not given)	-3	-31	0	24	-8	-1.9	2	-2
26	COc1cccc(NC(=O)COC(=O)CC2CC3CCC2C3)c1 (stereo not given)	0	-10	-8	12	-6	-0.1	5	-3
27	Cn1cccc1/C=C1\Cc2ccccc2C1=O	0	-1	4	16	-5	3.4	5	4
28	CC(C)(CSc1ccccn1)NS(=O)(=O)c1ccccc1	0	-2	-9	34	-9	1.1	-5	-4
29	CCSC1=C(C#N)C(c2ccccc2C)CC(=O)N1 (stereo not given)	-1	4	9	-4	1	-0.1	-7	4
30	Cc1cc(C)nc(SCC(=O)NCC2COc3ccccc3O2)n1 (stereo not given)	3	-2	5	7	-5	0.2	-9	-4
31	COc1cc2ccccc2cc1C(=O)N(CCN(C)C)c1nc2c(F)cc(F)cc2s1	2	32	-12	2	0	5.7	8	-1
32	COc1ccc(NC(=S)NC(=O)c2ccc(Br)o2)cc1	0	-49	9	35	3	1.2	19	2
33	COc1ccc(NC(=O)CCn2c(=S)[nH]c3ccccc3c2=O)cc1	-2	-2	-5	6	-5	-0.2	-1	-1
34	Cc1ccc(OCc2nnc(SCC(=O)N3c4ccccc4Sc4ccc(Cl)cc43)o2)cc1	0	4	35	5	-4	3.0	-17	0
35	COc1ccc(CNC(=O)c2ccc(C(C)C)cc2)cc1	1	-72	28	12	-3	-2.2	2	2
36	Cc1cccc(NC(=S)N2CCN(c3ccccn3)CC2)c1	0	14	-6	-6	-4	0.9	-8	-7
37	CC(=O)Nc1sc(N/N=C\c2ccc(O)cc2)nc1-c1cccs1	0	1	3	23	-5	3.2	4	1
38	CCOc1ccc(NC(=O)c2ccc(Cl)c(NC(=O)c3ccco3)c2)cc1	1	-18	-6	24	-5	0.8	0	-6
39	CC1CCC(CN2CCN=C2N(C)C)CC1 (stereo not given)	1	0	-2	10	-9	-0.4	0	-1
40	Cc1cc2c(cc1C)N(C(=O)CSc1nncn1C)C(C)(C)c1ssc(=S)c1-2	2	2	14	18	9	1.3	20	1
41	O=C(N/C(=C\c1ccc([N+](=O)[O-])cc1)C(=O)N1CCCCC1)c1ccc(Br)o1	-1	4	-2	3	-4	0.7	5	-2
42	COc1ccc(CC(=O)O/N=C(\N)Cc2ccc(OC)cc2)cc1	-1	-13	5	-1	-6	-0.9	-5	-4
43	CCSc1nc2ccccc2n1CC(=O)OC	1	5	-4	7	-6	-0.7	-11	0
44	CC1CCCCC12NC(=O)N(CC(=O)N1CCc3ccccc3C1)C2=O (stereo not given)	2	-1	-10	5	-2	0.3	-2	2
45	CCOc1ccccc1-n1nnnc1SCC(=O)Nc1cc(C)on1	-4	3	-3	-15	-11	-0.5	1	0
46	CCN(C(=O)Cn1ccc(C(F)(F)F)n1)c1c(N)n(Cc2ccccc2)c(=O)[nH]c1=O	2	-9	1	2	-2	-0.9	-5	-2
47	COc1ccccc1CNC(=O)CCC(=O)N1Cc2cccc(OC)c2Oc2ncccc21	-1	3	-7	15	-3	-1.4	1	0
48	O=C(NCc1ccccc1)c1cc2ccc(O)cc2oc1=O	0	-20	-4	-34	-4	2.9	-29	-5
49	O=C(NCCSCc1ccco1)c1ccc(CN2CCOCC2)cc1	1	-13	-7	3	-6	-0.2	4	-1
50	O=C(CNC(=O)Cc1ccccc1)N=Nc1c(O)[nH]c2ccc(Br)cc12	-9	0	-10	35	4	-1.5	17	3
51	COCCN(C(=O)COC(=O)C1=COCCO1)c1c(N)n(Cc2ccccc2)c(=O)[nH]c1=O	0	-4	-16	9	-9	-0.2	3	3
52	CCOc1ccc2nc(NC(=O)C3CCCN(S(=O)(=O)c4cccc5nonc45)C3)sc2c1 (stereo not given)	-4	6	16	8	-8	1.5	2	-5
53	CC(C)(C)n1nnnc1C(c1cccs1)N(Cc1cccnc1)Cc1ccco1 (stereo not given)	-2	3	14	8	-3	-0.1	14	-3
54	Cc1cc(OCC(=O)NNC(=O)c2cccnc2)cc(C)c1Cl	-1	37	-3	-7	-3	-0.9	0	-2
55	CN(c1ccccc1)S(=O)(=O)c1ccc(C(=O)Nc2nnc(C3=COCCO3)o2)cc1	-4	-5	9	7	1	0.2	-2	1
56	Cc1ccc(C(=O)N2CCN(c3ccc(C(F)(F)F)cn3)CC2)o1	-1	5	3	-3	-4	-2.2	0	-3
57	Cc1ccc(OCCCSc2n[nH]c(N)n2)cc1	0	-26	-14	15	-6	2.0	-1	-3
58	COC(=O)c1sc(-c2ccc(C(C)(C)C)cc2)cc1NC(=O)/C=C/C(=O)O	1	-46	10	-1	10	4.5	11	1
59	Fc1ccc(N2C(=S)SC(=Nc3ccccc3)C2=Nc2ccccc2)cc1	0	-6	19	33	nt	3.6	11	nt
60	COc1ccc(-n2c(=S)[nH]c3cc(C(=O)Nc4cc(OC)c(OC)c(OC)c4)ccc3c2=O)c(OC)c1	-4	6	-6	12	-5	-0.9	10	-4
61	O=C(Cc1cccc(NC(=O)C2CCCN(C(=O)C3CCCC3)C2)c1)Nc1ccc(C(=O)N2CCOCC2)cc1 (stereo not given)	-3	-11	-6	-9	nt	-0.8	8	nt

Some of the entries above in another layout:
#55 CN(c1ccccc1)S(=O)(=O)c1ccc(C(=O)Nc2nnc(C3=COCCO3)o2)cc1
  NR3A LBD binder: -4; Gli-Sufu block: -5; EBI2 antag: 9; CCR6 antag: 7; A3G deaminase: 1; MPTP block: 0.2; CXCR6 block: -2; A3A deaminase: 1

#10 O=C1CN(C(=O)CSc2nc3ccccc3c(=O)n2Cc2ccc(F)cc2)c2ccccc2N1
  NR3A LBD binder: -1; Gli-Sufu block: 5; EBI2 antag: 10; CCR6 antag: 11; A3G deaminase: -3; MPTP block: 6.6; CXCR6 block: 2; A3A deaminase: -2

#28 CC(C)(CSc1ccccn1)NS(=O)(=O)c1ccccc1
  NR3A LBD binder: 0; Gli-Sufu block: -2; EBI2 antag: -9; CCR6 antag: 34; A3G deaminase: -9; MPTP block: 1.1; CXCR6 block: -5; A3A deaminase: -4

Profiles from above. Screens in order: NR3A LBD binder	Gli-Sufu block	EBI2 antag	CCR6 antag	A3G deaminase	MPTP block	CXCR6 block	A3A deaminase
O=C1CN(C(=O)CSc2nc3ccccc3c(=O)n2Cc2ccc(F)cc2)c2ccccc2N1 is entered as -1	5	10	11	-3	6.6	2	-2
CC(C)(C)n1nnnc1C(c1cccs1)N(Cc1cccnc1)Cc1ccco1 (stereo not given) is entered as -2	3	14	8	-3	-0.1	14	-3
Cc1cc(C)n2cc(COc3ccc4ccccc4c3)nc2n1 is entered as 0	-125	5	12	-3	1.4	-9	2

Screening data (PubChem BioAssay)
